Screening results from PubChem.
EP2 modulator: modulators of human EP2 prostaglandin E2 receptor. induction, % at 25 µM. P43116. 0.83% of 260,000 active. EP2-expressing cells, cAMP HTRF FRET, PGE2 co-stimulation;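 active means compounds whose cAMP rise, as percent of the full-agonist control response, exceeds 60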;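 further: rat C6 glioma line stably carrying human EP2 under a CMV promoter; the protocol text gives 20 µM as final concentration; 100% = response of wells given 1 µM PGE2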
Target sequence (P43116 whole entry, looked up): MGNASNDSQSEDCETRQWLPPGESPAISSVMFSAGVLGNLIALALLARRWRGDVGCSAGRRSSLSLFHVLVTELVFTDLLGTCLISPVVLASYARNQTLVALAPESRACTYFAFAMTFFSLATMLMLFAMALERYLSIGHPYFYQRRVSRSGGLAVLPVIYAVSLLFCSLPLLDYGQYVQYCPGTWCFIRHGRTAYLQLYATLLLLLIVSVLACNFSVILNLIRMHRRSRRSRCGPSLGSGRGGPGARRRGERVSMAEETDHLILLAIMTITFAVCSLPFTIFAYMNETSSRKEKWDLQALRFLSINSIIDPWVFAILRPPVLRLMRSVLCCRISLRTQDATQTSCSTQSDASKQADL
CHOP inhibitor: CHOP inhibition in unfolded protein response; inhibition, % at 10 µM; CHO-K1 CHOP-promoter luciferase, tunicamycin-induced, 15-18 h; 3.8% of 220,000 active;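 active means compounds that reduced the stress-induced luciferase reporter signal by more than about 70% of percent inhibition, limit read from the data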;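 further: 0% = tunicamycin plus vehicle and 100% = wells without tunicamycin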
zfTRPN1 agonist: zebrafish TRPN1 (NompC) channel agonism; HEK293 zebrafish TRPN1-YFP, Fluo-8 calcium fluorescence; 100% = response to 87 µM carbachol; activation, % at 3 µM; 0.18% of 220,000 active; AID 1424;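 active means activation above its plate's cutoff, the mean activation of test wells on that plate plus 3 SD, cut at about 19% in these data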;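 further: 0% = DMSO alone and 100% = 87 µM carbachol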
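Material: zebrafish TRPN1-YFP in HEK293 cells; Doses: single test compound dose, 3 µM nominal, 0.3% DMSO; Timing: dye loading 1 h at 37 °C, then 30 min room temperature; Technique: intracellular calcium fluorescence with Fluo-8; Benchmarks: high carbachol 87 µM, low DMSO alone.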
NPY-Y1 PAM-ag: potentiates or activates human NPY-Y1 receptor | P25929 | activation, % at 3.6 µM | NPY-Y1 expressing cells, potentiator/agonist activation | 0.37% of 220,000 active; in the data active means activation above about 33%, passing the limit was not always enough;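 further: cells stimulated with NPY at EC10 then isoproterenol at EC100; 0% = low agonist plus stimulus and 100% = saturating agonist plus stimulus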
14-3-3 Bad PPI: disrupts binding of bovine 14-3-3 zeta to phospho-Bad peptide | AID 781 | P63103 | TR-FRET 14-3-3zeta/Dy647-pBad peptide displacement, 1 h | 0.71% of 220,000 active | inhibition, % at 21.7 µM;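 active means inhibition above about 70%, limit read from the data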;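 further: 0% = full 14-3-3 plus peptide FRET controls and 100% = background without 14-3-3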
NPY-Y1 antag: antagonists of human neuropeptide Y receptor Y1; P25929; HEK293-CNG Y1 cells, membrane potential fluorescence; NPY at EC95, then isoproterenol; inhibition, % at 3.6 µM; 1% of 200,000 active;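 active means inhibition above the campaign mean inhibition of all tested compounds plus 3 SD, cut at about 20% in these data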;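 further: 0% = DMSO wells given NPY plus isoproterenol and 100% = isoproterenol alone without NPY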
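Material: HEK293 cells co-expressing NPY Y1 receptor and cyclic-nucleotide gated channel. Timing: compound incubation 1 h at room temperature, readout 45 min post-stimulation. Signal: fluorescence, membrane potential probe.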
TRPML3 ag: agonists of human TRPML3 channel. HEK293 TRPML3-YFP, Fluo-8 calcium fluorescence; 100% = the carbachol control signal. activation, % at 3 µM. AID 1448. Q8TDD5. 0.29% of 220,000 active;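 active means activation above its plate's cutoff, the mean activation of the plate's test wells plus 3 SD, cut at about 12% in these data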;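 further: 0% = DMSO only wells and 100% = carbachol wells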
Target sequence (Q8TDD5 whole entry, looked up): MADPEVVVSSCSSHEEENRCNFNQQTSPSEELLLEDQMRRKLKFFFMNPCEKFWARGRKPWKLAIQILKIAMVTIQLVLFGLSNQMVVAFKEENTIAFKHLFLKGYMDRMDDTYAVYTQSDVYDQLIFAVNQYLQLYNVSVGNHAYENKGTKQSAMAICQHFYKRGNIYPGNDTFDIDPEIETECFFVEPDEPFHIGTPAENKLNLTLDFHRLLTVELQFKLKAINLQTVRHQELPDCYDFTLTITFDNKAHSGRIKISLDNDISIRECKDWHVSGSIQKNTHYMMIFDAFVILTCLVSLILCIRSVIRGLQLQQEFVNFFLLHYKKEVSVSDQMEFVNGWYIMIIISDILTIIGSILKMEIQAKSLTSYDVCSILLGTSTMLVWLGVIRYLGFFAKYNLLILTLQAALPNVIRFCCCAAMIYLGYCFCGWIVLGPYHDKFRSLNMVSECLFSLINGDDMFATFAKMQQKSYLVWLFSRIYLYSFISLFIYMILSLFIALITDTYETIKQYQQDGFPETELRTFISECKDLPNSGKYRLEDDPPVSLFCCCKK
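Material: HEK293 cells stably carrying human TRPML3-YFP; compound dosing: single dose, 3 µM final nominal compound, 0.3% DMSO final; incubation: 1-h 37 °C dye load, 5-s basal, 120-s post-compound reads; technique: Fluo-8 intracellular calcium fluorescence, excitation 470-495 nm, emission 515-575 nm; read-out basis: percent activation from peak-to-basal fluorescence ratio, scaled between DMSO and carbachol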
PPC-1+TRAIL kill: compounds killing PPC-1 cancer cells with TRAIL present (potentiator screen, no TRAIL-free arm); PPC-1 cells + TRAIL, ATPLite viability luminescence; cell killing (% activity), % at 4 µM; 0.41% of 220,000 active; AID 1443;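 active means cell killing above 50% in the first pass at 4 µM, then a duplicate retest at 5 µM averaging 50% or more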;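 further: plate controls were cells with TRAIL plus DMSO for no effect and medium-only wells lacking cells for full effect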
PGE2 EP2 inh: EP2 receptor (human) inhibition. P43116. C6 glioma cells expressing human EP2, cAMP TR-FRET; cells stimulated with saturating PGE2. inhibition, % at 25 µM. 0.52% of 260,000 active. AID 1422;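 active means percent inhibition above 40 after rounding to a whole number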;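 further: rat C6 glioma host cells with rolipram phosphodiesterase inhibitor present; the protocol text gives 20 µM as final concentration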
* = called active by the depositor; . = not tested or not shown; & = joins results of further samples; [ ] = another dose, or the depositor's remark. Only part of the results is shown; count on the stated rates, not on these rows.

SMILES	EP2 modulator	CHOP inhibitor	zfTRPN1 agonist	NPY-Y1 PAM-ag	14-3-3 Bad PPI	NPY-Y1 antag	TRPML3 ag	PPC-1+TRAIL kill	PGE2 EP2 inh
COC(=O)c1ccc(C(NC(=O)OCc2ccccc2)/C(C)=C/[C@@H](C)C(=O)NCc2ccc(OC)c(OC)c2)cc1 (some centres undefined)	20	17	-0.6	-11	-3	21*	-0.1	4	12
Cc1nn(-c2ccccc2)c(N2CCCC2)c1/C=N/NC(=O)c1cc(-c2cccnc2)nc2ccccc12	11	19	-0.3	-7	-7	2	0.1	33	4
COc1ccc(CCCC(=O)NCc2ccccc2)cc1C	-22	10	-2.1	-14	-3[fluorescence artefact?]	18	-0.7	25	5
COc1ccccc1N1C(=O)C2C(C(=O)c3ccccc3)=NN(c3ccc(C)cc3)C2C1=O (centres undefined)	-18	-10	2.9	-10	-10	.	0.6	-2	13
NC(=O)c1ccc(NC(=O)Cc2csc(-c3ccccc3)n2)cc1	5	-2	0.8	-8	-2	-4	-0.1	20	10
COc1cc(C(=O)N/N=C/c2cc([N+](=O)[O-])cs2)cc(OC)c1OC	6	-9	0.9	-4	-3[fluorescence artefact?]	4	-0.6	0	8
Cc1cccc(N(C)C(=O)CCS(=O)(=O)c2cccc3nonc23)c1	6	16	-1.1	15	4	-2	0.5	-2	8
C1CSC2(N1)C1CC3CC2CC(C1)C31NCCS1 (centres undefined)	19	1	0.3	5	38	0	1.2	-10	7
O=C(Cn1nc2n(c1=O)-c1ccccc1SC2)N/N=C/c1cccnc1	-2	13	0.8	14	-1	.	0.4	8	8
CN(Cc1ccccc1)C(=O)c1[nH]cnc1C(=O)N[C@@H](Cc1ccccc1)C(=O)OCc1ccccc1	1	4	0.1	-5	-19	-5	0.0	20	8
Cc1cccc(NC(=O)c2ccc(S(=O)(=O)N3CCOCC3)cc2)n1	18	11	0.6	2	-16	2	0.7	10	3
COC(=O)CSc1nnc(CNS(=O)(=O)c2ccc(Br)cc2)n1C	23	-1	-1.4	7	-11	-4	-0.3	36	4
CCOC(=O)c1cnc(SCCN2CCOCC2)nc1N	35	-17	1.9	-7	-8	7	0.3	6	10
COc1ccc(CNC(=O)c2ccc(C(C)C)cc2)cc1	-54	-24	0.2	-6	5	8	-0.8	10	4
COc1ccc(NC(=O)CSc2nnc(Cn3cnc4ccccc43)n2C)cc1	22	41	0.5	-18	-6	-1	0.8	23	13
CCOC(=O)C1=C(O)C(=O)N(c2ccc(S(N)(=O)=O)cc2)C1c1ccc(OC)cc1 (centres undefined)	23	-10	0.9	6	34	6	0.2	-18	6
CN(C(=O)CC1C(=O)NCCN1Cc1ccoc1)C1CCOCC1 (centres undefined)	2	23	0.6	-9	3	3	0.2	13	0
O=C(Cc1ccc(Br)cc1)N1CCN(c2ccccc2O)CC1	1	13	3.3	-1	-1	-5	1.0	18	6
CC(C)(C)C(=O)Nc1ccnc(-c2cccnc2)n1	2	1	0.1	6	8	8	1.5	-2	2
OC1COC(OCc2ccccc2)C(O)C1O (centres undefined)	23	17	-0.6	15	-3	.	-0.6	-3	9
CCCNC(=O)c1ccc2c(c1)ncn2-c1cc(C)cc(C)c1	-78	8	-0.4	0	13	-4	0.5	5	5
CCOCCN(C(=O)COC)c1cccc(OC)c1	-5	3	0.8	-13	2	-2	0.5	-6	12
CN(C(=O)c1ccc(OC2CCN(CCc3ccccc3)CC2)cc1)C1CCOC1 (centres undefined)	22	-5	1.4	-8	-10	1	0.3	-7	5
OC(CNCc1ccco1)COc1ccccc1 (centres undefined)	28	8	0.7	11	-4	12	0.7	12	4
C/C(=N\NC1=NCCN1)c1ccc(N)c([N+](=O)[O-])c1	3	-22	0.4	10	16	.	-0.6	6	3
C=CCNC(=O)CSc1cc([N+](=O)[O-])cc(S(=O)(=O)Cc2ccccc2)c1	-3	-20	-0.6	-14	4	0	0.0	16	3
CC(C)(C)C(=O)Nc1ccc(C(=O)OC2CCCCC2)cc1	-38	30	1.4	16	-11[fluorescence artefact?]	4	0.9	-8	15
CC(=O)C1=C(C)NC(=O)NC1c1cc(Br)ccc1OCC#N (centres undefined)	-2	-8	2.1	-3	13[fluorescence artefact?]	1	1.1	6	17
Cc1cc(-c2cccs2)nc(-n2cccc2)n1	63*	1	0.0	-42	2[fluorescence artefact?]	6	-0.1	19	11
O=C(C(Sc1ccccc1)c1ccccc1)N1CCOCC1 (centres undefined)	21	-2	-1.8	-8	9	7	0.3	11	15
Cc1cc(NC(=O)c2cccc(S(=O)(=O)N3CCCC3)c2)no1	19	24	0.2	11	2	3	-0.5	8	9
CCOc1cc2c(C#N)c(N3CCNCC3)nc(N)c2c(N)n1	-20	57	-0.4	-2	9	-1	0.5	11	2
O=C(O)CCN1C(=O)c2ccc(NC(=O)c3ccco3)cc2C1=O	56	2	-0.2	-6	11	2	-0.5	27	2
Cn1cc(Cl)c(C(=O)NC(=S)Nc2sc3c(c2C#N)CCCCC3)n1	-11	-2	0.1	-17	-3	10	0.8	-8	6
Cc1ccsc1/C=C1\SC(N2CC(C)OC(C)C2)=NC1=O (centres undefined)	-16	-5	-0.1	-1	1[fluorescence artefact?]	3	0.1	-16	7
Cc1c(Cl)cccc1NC(=O)Nc1ccc(C(N)=O)cc1	-42	10	0.4	19	-10	2	-0.1	-5	19
Cc1nn(CC(=O)N2CCN(C)CC2)c(=O)c2ccccc12	-1	17	2.3	2	-13	6	1.3	13	3
CCC(=O)Oc1oc(-c2ccccc2)nc1C=Nc1ccc(C)cc1	10	-57	0.6	26	0	.	0.2	-6	12
Clc1ccc(Nc2ccccc2)nn1	-32	12	-0.1	21	-2	.	0.3	8	12
Cc1cccc(OCCCC(=O)Nc2ccc(S(=O)(=O)N3CCCC3)cc2)c1	-26	89*	1.4	23	-3[fluorescence artefact?]	2	0.4	-1	23
N#Cc1nc(COc2ccccc2)oc1N1CCCCCC1	-3	18	-2.3	-13	5	3	-1.2	-2	11
CC(=O)c1cc(Cl)ccc1OC(=O)c1ccco1	31	33	-1.0	22	-5[fluorescence artefact?]	2	0.1	5	3
CCOC(=O)C1CN(S(=O)(=O)c2ccccc2)C1	22	-17	0.2	12	6	-4	0.7	-7	5
FC(F)(F)c1cccc(N2CCN(Cc3cccnc3)CC2)c1	-3	30	0.8	-4	52	-1	0.0	20	4
COc1ccc(C(CC(=O)O)NC(=O)C2CCCCC2)cc1 (centres undefined)	19	12	0.6	-7	-9[fluorescence artefact?]	-3	0.8	5	6
Nc1cc(-c2ccccc2)n2c(n1)nc1ccccc12	-27	-3	-0.4	-6	-5	.	-0.1	12	9
N#C/C(=C\N1CCOCC1)C(N)=O	18	1	2.1	18	2	.	0.8	8	8
CC1(C)CC(=O)c2cnc(N)nc2C1	-9&-2	-7	1.0	-4	7	-1	1.0	16	6&6
CCOC(=O)c1c(NC(=O)Cn2nc(C(F)(F)F)cc2C)sc(C)c1C	9	28	0.9	-33	-5[fluorescence artefact?]	8	-0.2	6	8
O=[N+]([O-])c1ccccc1Oc1cnc2ccccc2n1	-41	9	-2.7	3	-1	0	-0.3	15	10
CC(=O)Nc1ccc(NC(=O)CSc2nnc(-c3ccccc3)n2Cc2ccc3c(c2)OCO3)cc1	20	3	1.4	-5	-8[fluorescence artefact?]	6	0.7	-7	11
COc1ccc(C(=O)NCCn2cc(SCC(=O)N3CCOCC3)c3ccccc32)cc1	-3	-12	0.2	6	-5	-1	0.2	29	18
O=C1CCC([N+](=O)[O-])C(c2ccc(Br)cc2)N1 (centres undefined)	24	5	-0.3	3	0	1	0.5	22	5
O=C(ONc1ccc(N=NC(=O)c2ccccc2O)cc1)c1ccccc1	3	107*	3.7	-14	11[fluorescence artefact?]	-1	1.2	25	6
O=C(NCc1ccccc1)C1=C[C@@H](c2csc3ccccc23)C[C@@H](OCCCCO)O1	-14	17	0.8	-2	-4	-4	-0.1	16	4
Cc1nn(C)c(Oc2ccccc2)c1CCNS(=O)(=O)c1ccc(F)cc1	17	18	0.3	-4	8	3	0.3	18	13
N#C/C(=C/c1cn(-c2ccccc2)nc1-c1cccc(S(=O)(=O)N2CCCC2)c1)C(=O)NCc1ccco1	16	0	0.4	-9	3	-1	0.8	4	14
COC(=O)c1ccccc1NC(=O)CNC(=O)c1ccc(OC)cc1	-8	31	1.2	-6	-1	4	-0.3	8	10
Cc1ccccc1OCC(=O)Nc1nc2ccccc2[nH]1	-64	-35	-0.3	-18	-5	11	0.7	44	8
Cn1cc(CN2CCN(c3ccc(Cl)cn3)CC2)c(-c2ccccc2F)n1	-49	10	0.1	-5	3	0	0.1	2	4
Further records follow.
SMILES	EP2 modulator	CHOP inhibitor	zfTRPN1 agonist	NPY-Y1 PAM-ag	14-3-3 Bad PPI	NPY-Y1 antag	TRPML3 ag	PPC-1+TRAIL kill	PGE2 EP2 inh
CC(=O)Nc1nnc(C)s1	-18	-30	0.4	11	10	0	1.0	-6	5
CC1CCN(c2c(NCc3ccc(C(=O)NCCc4ccc(Cl)cc4)cc3)c(=O)c2=O)CC1	17	23	-0.2	-20	21	4	0.3	-3	8
O=C(CN1CCN(S(=O)(=O)c2ccccc2[N+](=O)[O-])CC1)NC(=O)NCc1ccco1	18	16	1.0	7	-17	2	0.6	-2	6
CCOc1ccccc1C1C(C#N)=C(SCC(=O)OC)NC(=O)C1C(=O)OC (centres undefined)	18	80*	0.2	-8	-1	-2	-0.7	6	9
Cc1cccc(-c2nnn(Cc3nnc(NC(=O)c4ccccc4)s3)n2)c1	21	32	0.8	6	31[fluorescence artefact?]	5	0.5	10	10
COc1ccc(-c2[nH]ncc2CN(C)C(C)c2ccon2)cc1F (centres undefined)	-17	18	0.6	0	-2	5	0.4	17	6
Brc1ccc2[nH]c3c(NCc4ccccn4)ncnc3c2c1	-34	43	1.7	17	-7	.	2.7	6	23
CC(=O)N1CCCN(Cc2nc(C3(c4ccc(C)cc4)CCCC3)no2)CC1	22	57	-1.8	1	-5	-6	-0.1	-3	2
COC(=O)NC1CCS(=O)(=O)C1 (centres undefined)	10	-11	2.4	9	4	-4	0.3	13	5
